CHO-K1 Ca antag: counter-screen for M1 antagonists: effect in parental CHO-K1 cells. ATP-induced calcium, Fluo-8 fluorescence. inhibition, % at 3 µM. hit rate 0.6% among 360,000. AID 602250;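 active = inhibition above a per-plate cutoff, the plate's mean sample inhibition plus 3 SD, cut at about 24% in these data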;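 note: 0% = DMSO plus EC80 ATP and 100% = DMSO alone without ATP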
V1aR counter: V1a receptor agonism, counter-screen for OXTR agonists; P37288; CHO-V1R cells, Fluo-8 calcium fluorescence, agonist mode; 0% DMSO, 100% 3 nM vasopressin; activation, % at 3 µM; hit rate 0.25% among 320,000; AID 2797;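 active = activation above the mean activation of all tested compounds plus 3 SD, per screening run, cut at about 20% in these data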;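 note: signal is peak over basal fluorescence ratio across a 100 second FLIPR read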
Target sequence (P37288 whole entry, looked up): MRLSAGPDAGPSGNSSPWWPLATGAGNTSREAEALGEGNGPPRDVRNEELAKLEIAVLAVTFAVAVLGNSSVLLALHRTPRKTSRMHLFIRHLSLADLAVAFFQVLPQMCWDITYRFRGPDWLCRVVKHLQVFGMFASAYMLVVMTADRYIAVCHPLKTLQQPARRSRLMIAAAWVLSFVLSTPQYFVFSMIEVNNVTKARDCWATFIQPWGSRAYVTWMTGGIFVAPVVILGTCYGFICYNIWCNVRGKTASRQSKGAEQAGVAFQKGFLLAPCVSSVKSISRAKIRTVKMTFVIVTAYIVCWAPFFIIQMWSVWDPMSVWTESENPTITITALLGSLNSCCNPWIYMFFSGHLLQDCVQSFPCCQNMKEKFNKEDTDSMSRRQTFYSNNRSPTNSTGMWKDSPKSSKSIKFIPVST
GPR7 antag: human neuropeptides B/W receptor 1 antagonism | inhibition, % at 4.4 µM | GPR7-expressing cells, fluorescence antagonist assay | AID 1861 | hit rate 1.1% among 290,000; in the data active = inhibition above about 16%, passing the limit was not always enough;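 note: cells stimulated with the agonist NPW; 0% = agonist with vehicle and 100% = vehicle without agonist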
Target sequence (P48145 whole entry, looked up): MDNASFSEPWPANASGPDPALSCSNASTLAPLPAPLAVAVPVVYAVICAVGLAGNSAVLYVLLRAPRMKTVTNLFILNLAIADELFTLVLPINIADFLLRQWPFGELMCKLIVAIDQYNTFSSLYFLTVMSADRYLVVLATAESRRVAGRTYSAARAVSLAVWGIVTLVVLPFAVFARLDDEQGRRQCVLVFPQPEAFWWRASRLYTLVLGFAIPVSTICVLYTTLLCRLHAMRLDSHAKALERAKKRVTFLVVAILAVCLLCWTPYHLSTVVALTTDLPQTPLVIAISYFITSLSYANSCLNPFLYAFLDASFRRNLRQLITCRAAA
OXTR agonist: agonists of human oxytocin receptor; P30559; CHO-OTR cells, Fluo-8 calcium fluorescence; normalized: DMSO 0%, oxytocin 100%; activation, % at 3 µM; hit rate 0.32% among 320,000; AID 2435;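 active = activation above the mean of all tested compounds plus 3 SD, cutoff set per screening run, cut at about 20% in these data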;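 note: peak over basal fluorescence ratio from a 100 s FLIPR kinetic read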
CHO parental Ca: signal in parental CHO cells, OX1R antagonist counter-screen | parental CHO-K1, ATP-induced calcium, Fluo-8 fluorescence | hit rate 0.63% among 330,000 | inhibition, % at 5.6 µM;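 active = inhibition above that plate's mean sample inhibition plus 3 SD, cut at about 26% in these data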;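 note: 0% = ATP-challenged DMSO wells and 100% = DMSO wells without ATP; some compounds past the cut are filed as inactive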
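Assay system – parental CHO cells · Reagent – ATP stimulus · Detection – intracellular calcium via Fluo-8 no-wash fluorescent dye · Evaluation – percent inhibition of ATP-evoked calcium rise, normalized to controls · Controls – ATP wells versus no-ATP DMSO wells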
M1 PAM parental: counter-screen for M1 PAMs: effect in parental CHO-K1 cells. ATP EC20, Fluo-8 calcium fluorescence; 0% at ATP EC20, 100% at ATP max. hit rate 0.02% among 360,000. activation, % at 3 µM;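 active = activation above the run cutoff, the mean activation of all test compounds plus 3 SD, cut at about 40% in these data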;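 note: peak over basal fluorescence ratio in a 140 s read after ATP addition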
TAAR1 antag: antagonists of human TAAR1. inhibition, % at 3 µM. hit rate 1.5% among 360,000. Q96RJ0. CHO RD-HGA16 TAAR1, Fluo-8 calcium fluorescence, antagonist;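 active = inhibition above a per-plate cutoff, the mean inhibition of test compounds on that plate plus 3 SD, cut at about 49% in these data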;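 note: 0% = DMSO plus EC80 beta-PEA response and 100% = DMSO alone without agonist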
Target sequence (Q96RJ0 whole entry, looked up): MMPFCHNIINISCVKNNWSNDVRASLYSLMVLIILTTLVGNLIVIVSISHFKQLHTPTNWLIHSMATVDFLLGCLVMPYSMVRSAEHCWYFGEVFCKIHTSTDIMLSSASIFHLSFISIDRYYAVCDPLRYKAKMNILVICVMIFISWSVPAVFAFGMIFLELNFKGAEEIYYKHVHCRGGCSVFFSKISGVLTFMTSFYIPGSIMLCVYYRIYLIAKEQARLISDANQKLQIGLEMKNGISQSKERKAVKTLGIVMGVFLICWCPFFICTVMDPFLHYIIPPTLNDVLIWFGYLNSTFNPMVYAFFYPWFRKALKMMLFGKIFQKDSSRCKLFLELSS
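Test system: RD-HGA16 CHO cells with stable hTAAR1 and Gα16 / Probe or stimulus: EC80 β-phenethylamine stimulus / Times: seeding 17-24 h prior, 75-min 37 °C, 30-min RT dye loading / Detection: Fluo-8 calcium-sensitive fluorescence / Read-out basis: % inhibition scaled between DMSO and EC80 PEA controls / Repeats: singlicate, one well per test compound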
OXTR potentiator: potentiates the human oxytocin receptor response; CHO-OTR cells, Fluo-8 calcium fluorescence, potentiator mode; 0% = oxytocin EC15, 100% = EC100; activation, % at 3 µM; P30559; hit rate 0.061% among 320,000;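 active = activation above that plate's cutoff, the mean activation of tested compounds plus 3 SD, cut at about 6.6% in these data, passing the limit was not always enough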;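 note: 100% uses oxytocin at 75 nM as the full agonist control; some results filed as inactive read as strong as hits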
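Assay system: CHO cell line stably expressing human OTR | Also added: Oxytocin at about EC15, sub-maximal agonist stimulus | Times: Compound 6 min at room temperature before oxytocin, 100 s read | Measured by: Fluo-8 intracellular calcium fluorescence, ex 470-495, em 515-575 nm | Controls: EC15 oxytocin alone as 0%, 75 nM oxytocin as 100%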
M1 ag parental: counter-screen for M1 agonists: effect in parental CHO-K1 cells. Fluo-8 calcium fluorescence; scaled to maximal ATP response, vehicle zero. hit rate 0.48% among 360,000. activation, % at 3 µM; in the data active = activation above about 15%;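 note: untransfected CHO-K1 host cells lacking M1 receptor as counterscreen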
* marks the source's active call; other numbers are inactive results; · = not tested or not shown.

SMILES	CHO-K1 Ca antag	V1aR counter	GPR7 antag	OXTR agonist	CHO parental Ca	M1 PAM parental	TAAR1 antag	OXTR potentiator	M1 ag parental
CCc1ccc(NC(=O)CCS(=O)(=O)c2ccc(Br)cc2)cc1	5	-1.0	-10	-0.4	-16	-21	-17	-7	0.6
CCOc1ccc2nc(NC(=O)CCn3cccc3)sc2c1	2	0.2	-12	-0.3	-11	13	4	-6	-0.2
Cc1ccc(C2=NN3C(C2)c2ccccc2OC32C(=O)Nc3ccccc32)cc1 (stereo not drawn)	-8	1.4	-8	1.9	-23	6	-34	-4	0.7
Cc1ccc2cc(C#N)c(SCC(=O)N3CCCc4ccccc43)nc2c1C	-18	0.3	5	0.1	-8	33	4	-6	1.1
CCn1c(SCC(=O)c2ccc(C)cc2)nnc1-c1ccncc1	-19	0.4	0	0.0	-15	-5	-11	0	0.6
O=C(COC(=O)c1ccc(F)cc1)Nc1ccccc1N1CCOCC1	-9	0.0	-9	-1.8	-16	15	4	-10	4.0
C(=N\Nc1nncn1/N=C/c1ccco1)/c1ccco1	12	0.5	-6	-0.1	-5	-18	-8	0	-0.1
Cc1ccc2[nH]c(=O)cc(C(=O)OCC(=O)c3ccccc3)c2c1	-13	-0.6	0	-2.0	-15	20	22	-6	9.2
O=C(Nc1cccs1)Nc1ccc(F)cc1F	-4	4.5	1	3.4	-12	7	-10	-13	8.8
Cc1ccc(-c2ccc(C)c(N)c2C)c(C)c1N	-19	0.1	-13	0.4	-15	-7	16	-6	3.8
Cc1cc(N2CCCC2)ccc1/C=C1/C(=O)N(C)C(=S)N1C	9	12	-7	8.1	13	-9	-1	-11	1.6
Cn1ccnc1SCC(=O)Nc1cccc([N+](=O)[O-])c1	7	1.2	-1	0.3	4	-12	-25	-17	0.6
FC(F)Oc1ccccc1NC(=S)NCc1ccco1	0	0.5	-8	-0.1	-7	6	3	0	0.6
Cc1ccc(CC(=O)c2ccc(Cl)cc2)cc1	-6	-1.1	-12	-2.3	-19	5	-35	3	0.5
COC(=O)c1c(-c2cccc(OC)c2)csc1N	-13	-0.2	-6	-0.5	0	34	-14	-4	0.4
Cc1ccc(C)c(N2C(=O)CC(Cc3ccccc3)C2=O)c1 (stereo not drawn)	-7	0.5	1	-0.2	-7	2	0	-4	-0.3
CCCc1cc(=O)oc2c3c(cc(OCC(=O)NCc4ccccn4)c12)OC(C)(C)CC3	1	-0.9	-6	-0.3	-16	12	49*	-5	3.8
CCOC(=O)Cc1nc2nc(C)cc(C)n2n1	-14	0.2	-14	1.2	10	19	-9	-6	0.0
COc1nc(OC)nc(N2CCC(C(=O)NCc3ccco3)CC2)n1	-15	-0.5	0	-1.3	-7	24	10	-5	0.1
COc1ccc(Cl)cc1NC(=O)c1[nH]c(C)c(C(C)=O)c1C	0	-0.8	-5	-0.3	-4	-7	-24	-5	0.3
CCOC(=O)N1CCN(C(=O)C2CCN(C(=O)c3ccc([N+](=O)[O-])cc3)CC2)CC1	17	1.3	-19	0.1	-4	-4	-6	1	7.1
O=C(C1CCCCC1)N1CCC(c2nc3c(nnn3Cc3c(F)cccc3Cl)c(=O)[nH]2)CC1	17	1.1	-3	0.3	-14	1	0	-6	-0.1
Cc1ccc(Nc2cc(C)nn2-c2nc(C)cc(C)n2)cc1	-2	-0.7	-8	-1.7	-22	8	-30	-3	-0.7
COc1cccc(C(=O)NCCS(=O)(=O)NCCc2ccccc2)c1	3	0.5	·	-0.5	-18	-8	6	5	8.3
CCOC(=O)CCNC(=O)N1CCCC(C(=O)c2cccc(Cl)c2)C1 (stereo not drawn)	-9	-0.1	8	-1.2	-12	16	6	9	1.0
Cc1ccc(=O)n(C(C(=O)NCc2ccco2)C(=O)c2ccc(F)cc2)c1 (stereo not drawn)	-12	-0.1	4	-0.6	-4	6	0	8	0.2
Cc1cc2oc(=O)cc(CN3CCc4ccccc43)c2cc1Cl	21	-1.2	1	-1.2	-3	-9	8	-12	0.0
Cc1ccc(OCC(=O)NCC(=O)Nc2ccc(F)c(F)c2F)c([N+](=O)[O-])n1	1	-0.5	-12	-1.0	-3	17	5	4	0.3
CC1CCN(C(=O)Cn2c(=O)n(CCCC(=O)NCc3ccco3)c(=O)c3sccc32)CC1	-14	0.0	-3	0.0	-12	10	-16	-1	1.9
CC(=O)c1ccc(Sc2ccccc2)cc1	4	-1.1	-1	-1.6	-4	-2	10	1	0.3
COc1ccc(NC(=O)[C@H](C)NC(=O)C2CCN(S(=O)(=O)c3ccc(C)cc3)CC2)cc1OC	-10	-0.6	-2	-1.9	-18	-5	-20	-4	-0.5
O=C(O)C1=CC[C@@H](c2ccc(Cl)cc2)N(S(=O)(=O)c2ccc(Cl)cc2)[C@H]1c1ccc(Br)cc1	2	-0.7	·	-0.5	3	-4	52*	-6	-0.4
O=c1c(C/C=C/c2ccccc2)c(O)ccn1CCc1c[nH]c2ccccc12	-15	-0.5	-20	-0.5	-20	7	-23	-4	1.1
CCCn1c(=O)c2ccccc2n2c(SCCOc3ccccc3)nnc12	6	-0.6	17	-2.3	-16	-13	-2	-7	-0.1
COc1ccc(Cl)cc1NC(=O)N1CCC(C)CC1	-5	-0.9	3	-2.3	-7	2	-2	1	-0.4
COCCCNC(=S)Nc1ccc2nc3n(c(=O)c2c1)CCCCC3	-13	-0.5	-12	0.6	-15	9	-6	-19	0.9
O=C(Cc1cccs1)NCc1ccncc1	3	1.3	15	0.3	1	8	9	2	2.1
CCOc1c(Br)cc(C2CC(=O)Nc3cc(OC)c(OC)cc32)cc1OC (stereo not drawn)	-2	2.2	-2	2.7	-11	13	0	-12	1.2
COc1ccc(N2CCN(CCNC(=O)Nc3ccc([N+](=O)[O-])cc3OC)CC2)cc1	-8	·	14	·	·	6	3	·	-0.1
CS(=O)(=O)N(CC(=O)N1CCCC1)c1ccc(Cl)cc1	21	1.5	8	0.6	-10	-24	-5	-2	-0.2
COc1ccc(Cn2c(SC)nc3ccccc32)cc1[N+](=O)[O-]	-8	2.5	-8	0.4	-19	19	-12	-3	3.7
Cc1onc(-c2ccccc2)c1C(=O)N1CCN(C(=O)c2ccco2)CC1	-19	0.1	-7	0.0	-10	8	11	-12	0.4
O=S(=O)(c1ccc2nc(Nc3ccccc3)ccc2c1)N1CCCCC1	-5	0.3	-17	-0.1	-8	8	6	-10	1.6
c1ccc2c(c1)CCCN2Cc1nnnn1C1CCCC1	3	0.7	-17	0.3	-13	-1	1	-1	0.1
Cc1ccc(C(=O)OCC(=O)Nc2sc3c(c2C#N)CCCC3)cc1NC(=O)c1ccco1	1	0.4	-9	0.6	-28	13	2	-12	0.8
O=S(=O)(c1ccc(F)cc1)N1CCN(Cc2cc3c(cc2Br)OCCO3)CC1	-22	0.8	·	-0.1	-7	13	16	-9	0.8
Cc1cc(CN2CCCCC2)oc1C(=O)O	-16	2.1	2	2.5	-5	1	3	-4	0.3
Cc1ccc(NS(=O)(=O)c2csc(C(N)=O)c2)cc1C	13	4.3	-7	1.5	3	-13	3	-18	8.4
CCOC(=O)N1CCN(C(=S)Nc2cccc(C)c2)CC1	-2	-0.6	1	-0.7	-2	12	2	0	0.2
O=c1[nH]c(C2CCN(S(=O)(=O)c3cccc(C(F)(F)F)c3)CC2)nc2c1nnn2Cc1cccc(F)c1	-15	0.8	3	0.2	-27	14	1	-7	-0.4
CCc1nc2c(OCc3ccc(F)c(F)c3)cccn2c1N(C)C(=O)c1ccncc1	-12	·	·	·	·	15	5	·	-0.2
Cn1c(CNC(=O)c2ccc(F)cc2)nc2ccccc21	-2	-0.4	-10	-1.2	-5	7	-10	-2	0.8
CCn1cc(C(=O)NCCC(=O)NCCCO)c(=O)c2cc3c(cc21)OCO3	0	1.2	2	1.8	-7	0	-10	1	6.7
Cc1cccc(N2CCN(C(=O)C3(S(=O)(=O)c4ccc(Cl)cc4)CC3)CC2)c1C	-1	-0.4	-6	-0.9	-17	14	-19	-14	1.3
Cc1cc(-c2nnc3sc(-c4ccc(Cl)cc4Cl)nn23)n[nH]1	-13	-0.4	-11	-2.6	-8	13	-19	-5	-0.5
C=CCn1c(SCC(=O)Nc2nnc(CC)s2)nnc1-c1ccncc1	-6	1.0	-7	0.0	-7	12	-3	5	1.1
C=CCSc1n[nH]c(=O)n1-c1cccc(C(F)(F)F)c1	-11	1.2	-10	0.9	-14	10	-17	-12	-0.1
NC(=O)CCN1CCN(C(=O)c2ccc3nc(Cc4cccc(Cl)c4)oc3c2)CC1	-9	-0.2	-17	0.3	-8	21	-9	-2	1.4
CC/C(O)=C1\C(=O)CC(c2ccccc2)CC1=NCCc1c(C)[nH]c2ccc(C)cc12 (stereo not drawn)	2	-0.7	10	-1.5	-16	7	-34	-5	0.0
O=C(Cc1ccccc1)NC(Nc1cccc2ccccc12)C(Cl)(Cl)Cl (stereo not drawn)	1	3.3	-8	3.0	30	12	3	-17	1.0

Arranged by molar mass (descending): some entries from above.
SMILES	CHO-K1 Ca antag	V1aR counter	GPR7 antag	OXTR agonist	CHO parental Ca	M1 PAM parental	TAAR1 antag	OXTR potentiator	M1 ag parental
O=S(=O)(c1ccc(F)cc1)N1CCN(Cc2cc3c(cc2Br)OCCO3)CC1	-22	0.8	·	-0.1	-7	13	16	-9	0.8
CCc1nc2c(OCc3ccc(F)c(F)c3)cccn2c1N(C)C(=O)c1ccncc1	-12	·	·	·	·	15	5	·	-0.2
c1ccc2c(c1)CCCN2Cc1nnnn1C1CCCC1	3	0.7	-17	0.3	-13	-1	1	-1	0.1

(further entries)
SMILES	CHO-K1 Ca antag	V1aR counter	GPR7 antag	OXTR agonist	CHO parental Ca	M1 PAM parental	TAAR1 antag	OXTR potentiator	M1 ag parental
COc1ccc(C)cc1NC(=O)C1CCN(S(=O)(=O)c2ccc3c(c2)C(C)(C)C(=O)N3C)CC1	-5	-1.1	-10	-0.5	-22	13	1	-1	-0.1
O=C/C(=C\Nc1ccccn1)c1nc2cc(Cl)ccc2o1	-12	-0.1	-9	0.4	-16	16	1	-9	0.2
Cc1ccc(C)c(OCC(=O)NCCNC(=O)COc2cc(C)ccc2C)c1	13	-0.4	-8	-0.3	-15	-6	12	-7	0.8
CNC(=O)c1c(NC(=O)c2ccc(S(=O)(=O)N(C)c3ccccc3)cc2)sc2c1CCN(C(C)C)C2	·	15	-5	9.0	-10	·	42	-10	·
Cc1cnc(C(=O)OCc2nc3ccsc3c(=O)[nH]2)cn1	5	1.1	·	0.9	-6	-16	10	-4	-0.2
COc1cc(CN2CCC(C(=O)NC(c3ccccc3)c3ccsc3)CC2)cc(OC)c1 (stereo not drawn)	-7	·	·	·	·	13	2	·	4.7

4 of the entries above in order of the GPR7 antag value, low to high.
SMILES,GPR7 antag,OXTR potentiator
CCOC(=O)Cc1nc2nc(C)cc(C)n2n1,-14,-6
Cc1ccc(OCC(=O)NCC(=O)Nc2ccc(F)c(F)c2F)c([N+](=O)[O-])n1,-12,4
FC(F)Oc1ccccc1NC(=S)NCc1ccco1,-8,0
COc1ccc(Cl)cc1NC(=O)N1CCC(C)CC1,3,1
